V-ATPase pHluor = regulators of yeast V-ATPase proton transport; response, % at 10 µM; hit rate 0.37% among 350,000; S. cerevisiae, pHLuorin cytosolic pH fluorescence; AID 504577; in the data active = response mostly above about 7.3%, no sharp cut-off; inactive = mostly below about 5.4%; also: actives read high; inactives centre near 0; some compounds called inactive have numbers as strong as hits; reference of the scale not given here
DAGLB inhibitor = blocks human DAGLB lipase activity; inhibition, % at 5.17 µM; AID 504411; Q8NCG7; HEK293T DAGLB membrane lysate, EnzChek fluorogenic substrate; hit rate 0.059% among 340,000; in the data active = inhibition above about 34%;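 also: 0% = enzyme with vehicle and 100% = wells lacking enzyme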
Target sequence (Q8NCG7 whole entry, looked up): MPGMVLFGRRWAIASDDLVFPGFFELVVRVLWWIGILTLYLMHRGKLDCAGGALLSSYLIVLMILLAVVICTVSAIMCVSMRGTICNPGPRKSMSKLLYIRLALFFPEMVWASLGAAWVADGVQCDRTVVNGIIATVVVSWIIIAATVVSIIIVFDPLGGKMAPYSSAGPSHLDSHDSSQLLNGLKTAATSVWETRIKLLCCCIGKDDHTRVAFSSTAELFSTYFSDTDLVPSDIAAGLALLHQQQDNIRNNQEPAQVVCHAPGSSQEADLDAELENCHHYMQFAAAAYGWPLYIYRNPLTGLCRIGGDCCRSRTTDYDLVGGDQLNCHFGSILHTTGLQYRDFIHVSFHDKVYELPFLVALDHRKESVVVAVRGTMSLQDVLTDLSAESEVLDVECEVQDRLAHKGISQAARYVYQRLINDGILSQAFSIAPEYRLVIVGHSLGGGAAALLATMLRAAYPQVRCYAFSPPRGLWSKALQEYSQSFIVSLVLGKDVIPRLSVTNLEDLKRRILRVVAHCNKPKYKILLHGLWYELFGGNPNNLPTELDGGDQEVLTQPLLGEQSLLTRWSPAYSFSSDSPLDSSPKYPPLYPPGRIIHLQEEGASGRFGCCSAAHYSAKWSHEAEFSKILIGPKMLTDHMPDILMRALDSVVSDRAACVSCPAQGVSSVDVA
Pemphigus Ab inh = inhibitors of pemphigus antibody binding to human desmoglein-3; binding (percent of control), % at 10 µM; AID 588358; hit rate 0.48% among 310,000; DSG3-coupled beads, scFv-anti-DSG3-GFP binding, flow cytometry; hits give low values; P32926;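 active = binding more than 3 SD below its plate's average and above zero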;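 also: hits lower antibody fragment binding to DSG3; some compounds called inactive have numbers as strong as hits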
PKA-R2B activ = activates the human PKA-R2B holoenzyme complex; PKA-R2B holoenzyme dissociation, Cy5-IP20 fluorescence polarization; R2B truncated from residue 108, S112A mutant; 0% DMSO only, 100% 113 µM cGMP; P22694+P31323; hit rate 0.079% among 340,000; activation, % at 11.4 µM;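 active = activation above a cutoff set at the mean over all compounds plus 3 SD, cut at about 18% in these data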;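 also: higher means more holoenzyme dissociation and a rise in polarization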
Arrestin-AP2 inh = human beta-arrestin and AP2 interaction inhibition; FITC-arrestin peptide / GST-AP2 beads, flow cytometry; AP2 beta2 appendage carries R879A mutation; inhibition, % at 10 µM; hit rate 0.31% among 340,000; AID 504490;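 active = inhibition above a set limit, near 3 SD of compounds lacking own fluorescence, cut at about 54% in these data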;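 also: plate controls were DMSO wells for no effect and 5 µM unlabelled arrestin peptide for full effect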
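system = GST-tagged AP2 beta2-adaptin appendage (R879A) on 4 µm glutathione beads | reagent = FITC-labelled arrestin peptide probe, 50 nM final | schedule = compound with beads 12 min RT, then probe 1 h RT | signal = HyperCyt-sampled flow cytometry, FL1 channel, ex 488/em 535 nm | read-out = percent response from loss of bead-bound FITC fluorescence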
HTR5A ag ctr = counter-screen for OPRM1-OPRD1 agonists: human HTR5A agonism | P47898 | HTR5A agonist assay, luminescence, cell-based | activation, % at 9.3 µM | hit rate 0.61% among 340,000 | AID 504692; in the data active = activation mostly above about 9.5%, no sharp cut-off; inactive = mostly below about 7.6%;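 also: 0% = cells with vehicle only and 100% = reference agonist; strong numbers were not always called active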
OPRM1-OPRD1 ag = agonists of human mu-delta opioid receptor heterodimerization; P35372+P41143; activation, % at 9.3 µM; cells, OPRM1-OPRD1 heterodimerization, luminescence; AID 504326; hit rate 0.3% among 340,000; in the data active = activation above about 18%;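 also: 0% = vehicle-treated cells and 100% = reference agonist; values of inactives mirror those of a sister screen read the other way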
PKA-R1A act = activators of PKA-R1A complex. P00514+P68181. PKA-R1A dissociation, Cy5-IP20 fluorescence polarization; scaled: DMSO 0%, 113 µM cGMP 100%. activation, % at 11.4 µM. hit rate 0.083% among 340,000. AID 504707;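 active = percent activation above the mean of all tested compounds plus 3 SD, cut at about 19% in these data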;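 also: higher means more PKAc released from R1A so a rise in polarization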
HTR5A inv ag = HTR5A inverse agonism, opioid heterodimer counter-screen; P47898; HTR5A cell line, luminescence; inhibition, % at 9.3 µM; hit rate 0.083% among 340,000; in the data active = inhibition mostly above about 23%, no sharp cut-off; inactive = mostly below about 18%;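 also: 0% = cells with DMSO and 100% = no-cell wells with DMSO; some compounds called inactive have numbers as strong as hits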
MOR-DOR inv ag = inverse agonists of human mu-delta opioid receptor heterodimerization; P35372+P41143; cell-based MOR-DOR heterodimer luminescence, inverse agonism; inhibition, % at 9.3 µM; hit rate 0.21% among 340,000; in the data active = inhibition above about 22%, passing the limit was not always enough;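 also: 0% = cells with DMSO and 100% = wells without cells with DMSO; values of inactives mirror those of a sister screen read the other way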
* hit, by the source's call; · = no result given.

entry	structure	V-ATPase pHluor	DAGLB inhibitor	Pemphigus Ab inh	PKA-R2B activ	Arrestin-AP2 inh	HTR5A ag ctr	OPRM1-OPRD1 ag	PKA-R1A act	HTR5A inv ag	MOR-DOR inv ag
1	CCN(CC)CCN1C(=O)C(=O)/C(=C(/O)c2c(C)[nH]c(C(=O)OC)c2C)C1c1ccco1 (stereo unspecified)	2	-1	102	-4	6	-3	-3.0	4	-32	15
2	CCC(=O)c1ccc(OCC(=O)OC(C)C(=O)Nc2c(C)n(C)n(-c3ccccc3)c2=O)cc1 (stereo unspecified)	0	-1	98	4	-11	2	-3.1	8	-16	17
3	CC(=O)Oc1cccc(C2C3=C(CC(C)(C)CC3=O)Nc3ccccc3N2C(C)=O)c1 (stereo unspecified)	-3	-2	112	-16	26	0	-4.1	-2	-32	21
4	CCOC(=O)c1[nH]c2ccc(OCC)cc2c1NC(=O)CN1CCC2(CC1)OCCO2	-2	-2	104	6	7	-2	-1.5	-11	11	6
5	O=C1c2ccccc2C(O)N1Cc1ccccc1 (stereo unspecified)	0	0	100	7	-3	0	1.2	-3	-16	-7
6	CC(C)CNC(=O)c1cccc(NC(=O)C(C)Oc2ccccc2)c1 (stereo unspecified)	3	-3	98	6	7	-7	0.2	-1	-14	-1
7	OCC[C@H]1C[C@H](O)[C@@H](O)[C@@]2(Cc3ccccc3CCO2)O1	-3	-1	100	9	36	0	-2.0	4	-2	11
8	CC(NCc1ccc(F)cc1)C(=O)Nc1cc(S(=O)(=O)N2CCCCC2)ccc1Cl (stereo unspecified)	5	-4	100	-12	2	1	2.1	-2	-2	-10
9	COc1cc(S(=O)(=O)NCCCN2CCOCC2)ccc1-n1cnnn1	0	2	99	0	-6	0	-1.4	10	10	7
10	Cc1ccc(N(CC(=O)NCc2ccco2)C(=O)CCC(=O)Nc2ccccn2)cc1C	1	1	109	3	-6	1	-3.0	5	19	13
11	CCN(CC)CCNC(=O)C(=O)NCC1OCCN1S(=O)(=O)c1ccc2c(c1)OCCO2 (stereo unspecified)	1	1	102	2	9	-6	-1.7	3	15	9
12	Cc1ncc(CO)c(/C=N/Nc2ccc(C(F)(F)F)cn2)c1O	-1	0	105	-8	2	-6	-4.7	-21	15	26
13	CCn1c(C)nc2cc(C(=O)NNC(=O)Nc3ccc(Cl)cc3)ccc21	3	-6	119	0	57*	-2	-1.7	14	7	8
14	COc1ccc(C(=O)CCN2CCC(C)CC2)cc1	1	1	101	-6	6	2	-0.8	-2	-7	4
15	Cc1ccc(OCc2ccc(C(=O)Nc3nccs3)o2)cc1	0	-3	96	-5	19	-2	-2.0	2	5	10
16	CCOc1ccc(NC2=NCC(=O)N2CCc2ccccc2)cc1	5	-4	94	7	20	2	-1.6	-4	4	9
17	O=c1c(-c2ccccc2)c(-c2ccccc2)oc2cc(O)cc(O)c12	0	0	103	-8	35	5	6.7	-4	-17	-32
18	Cc1cc(C)c(S(=O)(=O)N2CCOC2CNC(=O)C(=O)NCCN(C)C)c(C)c1 (stereo unspecified)	-1	0	106	-7	23	-1	-1.9	-7	-32	13
19	Cn1cc(CN2CCN(Cc3cccnc3)CC2)c(-c2ccc3c(c2)OCCO3)n1	-1	0	100	-1	24	-3	-0.9	10	-18	5
20	CCCCOc1ccc(C(=O)N(Cc2ccccc2)C2CCS(=O)(=O)C2)cc1 (stereo unspecified)	3	0	98	8	-11	8	-3.2	5	-20	16
21	CCCN1C(=O)C(Cc2nc3ccccc3c(=O)n2-c2ccccc2)c2ccccc21 (stereo unspecified)	0	0	130	-9	23	1	-0.2	-7	-14	1
22	Cc1ccc(C)c2[nH]c(=O)c(CCNC(=O)CC(C)C)cc12	-1	2	99	3	1	-3	-1.6	5	8	9
23	CCOc1ccc(N(CC(=O)NC2CCCCC2)C(=O)CCC(=O)Nc2ccccn2)cc1	0	-2	122	6	-2	-2	0.4	-7	8	-3
24	CCCCn1c(=O)[nH]c(=O)c2c1nc(Cn1ncc(Cl)c(Cl)c1=O)n2CCC	1	4	88	9	36	-5	-1.5	3	12	8
25	COC(=O)C(NC(=O)c1ccc(OC)cc1)(Nc1ncc(S(=O)(=O)c2ccc([N+](=O)[O-])cc2)s1)C(F)(F)F (stereo unspecified)	2	2	·	11	-3	-5	9.3	0	13	-57
26	CCOC(=O)N1CCN(C(=O)CCn2c(=S)[nH]c3ccsc3c2=O)CC1	-2	-2	111	-1	-53	2	0.2	-8	-4	-1
27	CCCC(=O)Nc1ccccc1NC(=O)c1ccc(OC)cc1	8	-2	105	-1	4	-1	-1.3	15	2	7
28	NC(CO)C(=O)NNCc1ccc(O)c(O)c1O (stereo unspecified)	-63	0	89	3	27	5	0.7	6	-18	-4
29	CCOC(=O)N1CCN(Cc2nc3c(c(=O)n(C)c(=O)n3C)n2CCC(C)C)CC1	0	1	86	-4	-2	3	-1.8	-2	-27	10
30	CCCC(=O)n1nc(-c2ccc(Cl)cc2)nc1SC	-4	0	99	2	-61	-2	-1.3	-6	-16	7
31	COc1cccc(NC(=O)CCN2CCOCC2)c1	-5	-4	110	1	12	7	-0.6	-9	-6	3
32	COc1ccc(CCNc2nc(-c3cccnc3)nc3ccccc23)cc1OC	6	1	·	-11	-1	-3	-1.4	-2	9	9
33	Cc1cc(Cl)c2oc(C(=O)NCCN3CCCCC3CO)c(C)c2c1 (stereo unspecified)	-1	2	·	-3	1	2	-0.3	-14	-22	2
34	CCOC(=O)Nc1cccc(NC(=O)c2cc(OC)cc(OC)c2)c1	-2	-3	99	-7	32	1	-0.6	-11	10	3
35	CCOC(=O)COc1ccc(S(=O)(=O)NCc2ccco2)cc1	-6	-3	108	-17	26	1	-0.7	2	25	4
36	CCCc1cc(C(=O)Cc2nc3ccccc3s2)c(O)cc1O	-3	-2	106	0	27	5	-0.8	-8	-13	4
37	COc1cccc(C(=O)NC(=S)N2c3ccccc3CC2C)c1OC (stereo unspecified)	1	-1	104	-3	13	1	-1.6	10	-4	8
38	COC(=O)c1cccc(N2C(=O)C3C4C=CC(CC4)C3C2=O)c1 (stereo unspecified)	3	-2	98	-8	33	2	-1.3	4	-8	6
39	Cn1cc(S(=O)(=O)NC(c2ccccc2)c2ccccc2)c(=O)n(C)c1=O	4	0	104	-5	-7	1	-0.6	-20	-2	3
40	Cc1ccc(NS(=O)(=O)c2ccc(C(=O)NCCCN3CCOCC3)cc2)cc1	3	0	101	0	2	1	-2.1	9	-3	13
41	CCN1CCc2c(C#N)c(N3CCOCC3)nc(NCc3ccccc3)c2C1	-1	2	·	-4	6	2	-1.6	2	12	8
42	O=C(c1ccc2c(=O)n(C3CCCC3)c(=S)[nH]c2c1)N1CCCCCC1	1	-4	106	-1	-16	0	5.9	6	0	-28
43	C=C(C)Cn1c(SCCCO)nc2c1c(=O)[nH]c(=O)n2C	0	2	86	-6	35	0	-0.3	-14	-2	2
44	Cc1cc(NC(=O)CCC(=O)N(c2ccccc2)C(C(=O)NC2CCCC2)c2ccccc2C)no1 (stereo unspecified)	-1	-2	97	-5	-2	-1	-2.4	3	-13	15
45	CN(C)S(=O)(=O)c1ccc2nc(NC(=O)c3cccs3)sc2c1	1	-1	106	-5	1	3	-3.3	-8	13	16
46	O=C(COC(=O)CSc1ccc(F)cc1)NCc1ccco1	-16	-4	·	-8	45	-2	-2.0	0	4	8
47	COc1cc(C)c(S(=O)(=O)N2CCOCC2)cc1C	7	1	106	-3	-2	0	-0.6	-6	-6	3
48	COc1ccc2sc(-c3ccccc3OC)c(C#Cc3cncn3C)c2c1	0	1	130	1	15	2	4.1	-11	-8	-19
49	Cc1occc1C(=O)N1CCCC(N2CCN(c3cccc(Cl)c3)CC2)C1 (stereo unspecified)	-3	1	95	-6	25	6	-2.5	-2	-15	13
50	O=C1NCCc2cc3c(cc21)OCO3	3	1	98	-5	-7	-2	-0.9	-4	-54	5
51	CS(=O)(=O)N(CC(=O)Nc1ccc(S(=O)(=O)N2CCOCC2)cc1)c1ccccc1Br	0	-4	97	0	34	2	-2.0	-8	-5	10
52	O=C(CSCc1c(Cl)cccc1Cl)Nc1ccc2c(c1)OCCO2	-8	-13	99	-23	11	-4	-1.4	-9	11	8
53	CCn1cc(CN2CCC(n3nccc3NC(=O)c3ccccc3C)CC2)c(C)n1	-4	0	110	-6	21	1	-4.8	-8	0	16
54	COc1cc(SC)ccc1C(=O)OCC(=O)NC1CCCC1	-1	-1	105	-6	6	-2	-1.1	-11	6	6
55	COC(=O)c1ccc(NC(=O)CS(=O)(=O)Cc2ccccc2)cc1	0	-5	98	-11	-3	3	0.8	-1	19	-5
56	CCCCn1c(SCC(=O)NC2CC(C)(C)NC(C)(C)C2)nc2cc(S(N)(=O)=O)ccc21	-1	0	99	-17	36	1	-1.6	1	-3	8
